NPSR antag: neuropeptide S receptor (human) antagonism, cAMP; CHO-NPSR cells, cAMP TR-FRET, antagonist mode; 220,000 tested, 1% active; Potency, µM (series often up to 38.3 µM), without a hit: at the top dose activity change, negative = inhibition, hits mostly inhibitors; Q6W5P4; also: % is scaled to controls: 0 for no effect and ±100 for the full control effect; nearly all actives have a fitted effect of over 50% in size; many of its hits are not listed in these tables
Epigenetic derep: derepresses silenced GFP reporter in murine cells | Potency, µM (series often up to 53.9 µM), inactives show at the highest dose GFP activation, hits mostly activators | 280,000 tested, 0.2% active | murine LDR cells, GFP reporter derepression, 30 h; also: % of control where 0% means no effect; nearly all actives have a fitted effect of over 60% in size
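Readout is the number of GFP-expressing murine LDR cells, counted by cytometry following washing. Cells were treated with compound for 30 h at 37 C; the stably integrated CMV-GFP locus is normally silent.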
aGlu spleen mod: inhibits or activates alpha-glucosidase in human spleen homogenate; P10253; human spleen homogenate, 4-MU-alpha-glucoside fluorescence; Potency, µM (titrated, usually from 79.9 µM), inactives show at the highest dose activity change, negative = inhibition, hits mostly inhibitors; 240,000 tested, 0.006% active;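 also: 0% = enzyme with vehicle and -100% = no enzyme basal signal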
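AC50 values come from Hill-equation fits of concentration-response data, normalized to no-enzyme and full-activity controls. Enzyme source: 1 ug human spleen homogenate; 1 mM fluorogenic 4-MU glucoside, pH 5.0 citrate buffer, 37 C, 40 min.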
Tau fluor counter: counter-screen for tau fibril formation inhibitors | tau K18 P301L Alexa594 fluorescence, heparin fibrillization | Potency, µM (doses to about 57.7 µM), inactives show at the top dose activity change, negative = decrease | 280,000 tested, 0.93% active | AID 1463; also: % is scaled to controls: 0 for no effect and ±100 for the full control effect; nearly all actives have a fitted effect of over 55% in size
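Human tau K18 P301L (15 uM unlabeled, 0.24 uM Alexa 594-labeled) in 100 mM sodium acetate pH 7 with 20 uM heparin, 6 hr at 37 C. ThT 30 uM added, 1 hr ambient; Alexa 594 FP and total fluorescence read at 555/632 nm.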
ALDH1A1 block: inhibitors of human aldehyde dehydrogenase 1A1; 220,000 tested, 7.3% active; AID 1030; Potency, µM (highest dose often 75.3 µM), for inactives: at the highest dose activity, negative = inhibition, most hits filed as inhibitors; Purified ALDH1A1, NADH fluorescence, propionaldehyde substrate; active = well fitted inhibition curve with a large enough effect, not every such curve was filed as active; inconclusive = small, poorly fitted or top-dose-only effect, or another doubt; inactive = no such curve, though single readings can be large or run the other way;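 also: plate controls were no enzyme wells and a reference inhibitor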
Target sequence (P00352 whole entry, looked up): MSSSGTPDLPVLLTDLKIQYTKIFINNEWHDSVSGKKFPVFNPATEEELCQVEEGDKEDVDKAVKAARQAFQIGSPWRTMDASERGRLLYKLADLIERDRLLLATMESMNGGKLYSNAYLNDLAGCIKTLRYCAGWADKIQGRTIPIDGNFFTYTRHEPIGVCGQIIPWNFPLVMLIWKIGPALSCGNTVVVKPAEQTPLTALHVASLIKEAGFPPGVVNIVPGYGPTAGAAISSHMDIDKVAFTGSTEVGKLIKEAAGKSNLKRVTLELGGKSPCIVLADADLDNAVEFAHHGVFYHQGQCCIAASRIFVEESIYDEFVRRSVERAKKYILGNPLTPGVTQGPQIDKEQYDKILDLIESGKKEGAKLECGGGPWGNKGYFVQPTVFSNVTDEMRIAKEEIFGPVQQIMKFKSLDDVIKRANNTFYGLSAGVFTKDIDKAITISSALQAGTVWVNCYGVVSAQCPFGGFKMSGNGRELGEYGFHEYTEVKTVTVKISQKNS
GAA glycogen mod: inhibitors or activators of human alpha-glucosidase glycogen cleavage; P10253; 300,000 tested, 0.38% active; recombinant GAA, glycogen substrate, Amplex Red glucose oxidase fluorescence; Potency, µM (highest dose often 76.4 µM), inactives show at the top dose activity change, negative = inhibition, hits mostly inhibitors;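 also: 0% = full enzyme reaction and -100% = no-enzyme basal signal; the screen sought inhibitors and activators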
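Recombinant human alpha-glucosidase (4 nM final) hydrolysed bovine liver glycogen (30 ug) for 40 min at 37 C in pH 5.0 citrate/phosphate with 0.01% Tween-20. Released glucose detected by glucose oxidase/Amplex Red, Ex 573/Em 610 nm. Compounds up to 77 uM; AC50 from Hill fits.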
aGal spleen mod: inhibits or activates alpha-galactosidase in human spleen homogenate; P06280; human spleen homogenate, 4MU-alpha-Gal fluorescence, 40 min; Potency, µM (highest dose often 80 µM), for the others: at the highest dose activity change, negative = inhibition, actives largely listed as inhibitors; 240,000 tested, 0.008% active; AID 2107;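 also: 0% = enzyme with vehicle and -100% = no enzyme basal signal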
Target sequence (P06280 32-429 limits assumed): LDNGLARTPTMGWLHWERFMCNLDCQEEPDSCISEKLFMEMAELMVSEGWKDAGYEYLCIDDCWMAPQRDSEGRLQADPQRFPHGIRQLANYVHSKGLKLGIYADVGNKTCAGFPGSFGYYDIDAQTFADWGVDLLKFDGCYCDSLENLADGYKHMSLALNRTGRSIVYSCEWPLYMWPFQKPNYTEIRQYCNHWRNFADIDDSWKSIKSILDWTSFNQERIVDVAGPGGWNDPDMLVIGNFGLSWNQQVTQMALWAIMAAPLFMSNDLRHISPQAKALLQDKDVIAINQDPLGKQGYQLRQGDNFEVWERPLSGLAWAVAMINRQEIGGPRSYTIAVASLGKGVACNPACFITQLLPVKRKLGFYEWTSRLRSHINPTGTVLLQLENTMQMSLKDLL
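Fluorogenic readout (Ex 365/Em 440 nm) of 4-methylumbelliferone released from 1 mM 4-MU-alpha-galactoside by spleen homogenate, 40 min at 37C, pH 5.0. Data normalized to no-enzyme and enzyme controls; Hill-equation AC50 from compound titrations.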
GAA inhib: inhibitors of human lysosomal alpha-glucosidase; 200,000 tested, 0.005% active; Potency, µM (highest dose often 76.9 µM), for inactives: at the highest dose activity change, negative = inhibition, hits mostly inhibitors; purified human GAA, 4-MU-alpha-glucoside fluorescence; AID 1466;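 also: plate controls were uninhibited enzyme wells for no effect and no-enzyme background for full effect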
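AC50 values come from Hill fits of compound titrations (up to 77 uM) against 4 nM human enzyme. Substrate 4-methylumbelliferyl-alpha-D-pyranoside at 400 uM, pH 5.0 citrate buffer, 20 min room temperature; fluorescence Ex 365/Em 440 after alkaline stop.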
* = called active by the depositor; ? = inconclusive; . = no result given; & = joins results of further samples; [ ] = dose if it differs, or a comment. Unless noted, calls follow the shape of the dose curve; as a rule, active = well fitted curve in the direction sought with a large enough effect; inconclusive = small, poorly fitted or top-dose-only effect, or another doubt; inactive = no such curve, though single readings can be large; an effect the other way counts as inactive or inconclusive. Potency is read from the fitted curve at half-maximal effect.

SMILES	NPSR antag	Epigenetic derep	aGlu spleen mod	Tau fluor counter	ALDH1A1 block	GAA glycogen mod	aGal spleen mod	GAA inhib
NC(=O)c1cnn2c(C(F)(F)F)cc(-c3ccc(F)cc3)nc12	1%[46.1 µM]	-0.7%	1%	-4%	?	1%	6%	0%
O=C(Nc1ccc(S(=O)(=O)Nc2nccs2)cc1)c1cnc(Cl)c(Cl)c1	-8%	9.7%	-6%	?	.	-8%	12%	.
O=C(COc1ccccc1)Nc1nonc1NC(=O)COc1ccccc1	0%[46.1 µM]	12%	4%	-6%	-2%	8%	1%	-1%
Cn1c(SCC(=O)NCc2ccccc2)nc2ccccc21	0%[46.1 µM]	-1.0%	1%	-10%	?	4%	2%	-5%
O=C(Nc1ccccc1N1CCCC1)c1ccc(Br)o1	-24%[46.1 µM]	-2.1%	-5%	-1%	?	-26%	4%	?
COc1cc2[nH]c3c(=O)n4c(nc3c2cc1OC)SCCC4	9%	2.3%	-4%	-15%	?	-8%	-5%	2%
CCOC(=O)/C=C/CN(C(=O)OC(C)(C)C)S(=O)(=O)N1CC=CC1	-3%	2.4%	1%&2%	2%	.	0%	12%&8%	.
Brc1ccc(-c2csc(N/N=C/c3ccco3)n2)cc1	-17%	0.9%	12%	18µM*[quencher]	10%	?	5%	-9%
C=CCN(C(=O)CNC(=O)c1ccco1)C(C(=O)NC1CCCCC1)c1ccccc1F (stereo unspecified)	-8%[46.1 µM]	0.0%	5%	1%	1%	9%	3%	-3%
O=C(NCc1ccco1)c1ccc(CS(=O)(=O)Cc2ccc(F)cc2)o1	-15%[46.1 µM]	-0.9%	-4%	-3%	6%	3%	5%	-8%
O=C(CSc1n[nH]c(-c2ccccc2O)n1)N1CCOCC1	8%	1.1%	.	7%	-6%	4%	1%	-5%
CCOC(=O)c1[nH]c2ccccc2c1NC(=O)CN1CCCCC1	-2%[46.1 µM]	0.6%	-11%	-6%	-1%	0%	3%	-6%
Cc1ccc(S(=O)(=O)c2c(N)n(CCN3CCOCC3)c3nc4ccccc4nc23)cc1C	?	4.8%	3%	2%	?	2%	12%	14%
O=C(O)CSc1cnc2ccccc2n1	3%[46.1 µM]	-4.1%	2%	-4%	-13%	-3%	0%	?
Cc1ccc(-c2cc3nn(-c4ccccc4)c(N)c3c(=O)o2)cc1	-21%[46.1 µM]	-0.4%	0%	-27%	?	-1%	0%	-23%
COc1ccc(OC)c(NC(=O)c2cc(S(=O)(=O)NCc3ccco3)ccc2F)c1	?	-2.0%	1%	?	22µM*	-1%	6%	8%
C=CCNC(=O)COC(=O)c1ccc(Cl)c(S(N)(=O)=O)c1	6%	-3.6%	0%	7%	5%	0%	8%	0%
CSc1nc2cc(C)nn2c(-c2ccc(C(C)(C)C)cc2)c1C#N	?	2.1%	-2%	-6%	?	2%	-14%	-1%
O=P(O)(O)CCP(=O)(c1ccccc1)c1ccccc1	0%[46.1 µM]	-2.9%	9%	-6%	?	6%	18%	-4%
Cc1cc(C)c(C#N)c(N2CCN(Cc3ccc4c(c3)OCO4)CC2)n1	-11%[46.1 µM]	2.9%	1%	-16%	?	6%	-1%	-7%
O=C(c1cc([N+](=O)[O-])ccc1Cl)N1CCN(c2ccc([N+](=O)[O-])cc2)CC1	-14%	3.3%	1%	0%	-5%	7%	7%	3%
c1ccc(-n2nnnc2Oc2ccc(-c3nnco3)cc2)cc1	-17%[46.1 µM]	2.0%	-6%	0%	?	4%	-2%	-6%
Cc1c(C(c2cccs2)c2c(C)n(C)n(-c3ccccc3)c2=O)c(=O)n(-c2ccccc2)n1C	-24%	3.2%	-2%	-2%	4%	-7%	6%	-4%
CC1Cc2cc(/C(O)=C3/C(=O)C(=O)N(Cc4ccco4)C3c3cccs3)ccc2O1 (stereo unspecified)	-1%[46.1 µM]	-1.1%	-8%	7%	-3%	-22%	-7%	-1%
CCn1cc([N+](=O)[O-])c(C(=O)Nc2nc(-c3ccc(C)c(C)c3)c(C)s2)n1	-4%[46.1 µM]	2.9%	8%	-21%	-6%	2%	10%	-4%
COc1ccc(CNC(=O)COC(=O)C2CC3C=CC2C3)cc1 (stereo unspecified)	34%	-1.0%	-4%	6%	11µM*	0%	3%	0%
Cc1nnsc1C(=O)N1CCC(C(=O)c2ccccc2)CC1	-13%	-0.7%	-1%	-11%	-20%	3%	-5%	6%
Cc1ccc(S(=O)(=O)NCc2c(-c3ccccc3)c3cc(Cl)ccc3[nH]c2=O)cc1	-11%	?	-4%	-15%	6%	12%	-6%	9%
Cc1ccc(-c2nc(N)sc2C)cc1	5%	-0.5%	4%	-10%	-10%	-24%	4%	2%
CC(C)NC(=O)c1ccccc1NC(=O)c1ccccc1N(C)S(C)(=O)=O	-5%[46.1 µM]	0.0%	-3%	7%	9%	4%	?	2%
CCCNC(=O)NC(=O)CN1C(=O)NC(C)(c2ccc(C)cc2)C1=O (stereo unspecified)	19%[46.1 µM]	-0.9%	-4%	-1%	0%	-1%	-4%	-2%
CCOC(=O)c1sc(NC(=O)C(C)C)c(C#N)c1C	-7%	1.1%	-13%	2%	5%	12%	6%	?
O=C(Cc1n[nH]c(=O)c2ccccc12)OCc1c(Cl)cccc1Cl	10%	4.0%	5%	-9%	.	.	2%	.
CCCNC(=O)CSc1nccn1Cc1ccc(OC)cc1	-11%	0.3%	.	-5%	3%	-2%	-3%	0%
Cc1ccc(C(=O)C2=C(O)C(=O)N(c3ncccn3)C2c2ccc(Cl)cc2)o1 (stereo unspecified)	-51%	-1.0%	-7%	-3%	?	-3%	-6%	-9%
CCOC(=O)C1=C(C)Nc2nnnn2C1c1c[nH]c2ccccc12 (stereo unspecified)	5%[46.1 µM]	0.8%	-13%	-13%	-10%	-1%	-1%	-6%[15.4 µM]
N#CC1=C(N)N(c2ncn[nH]2)C2=C(C(=O)CCC2)C1c1ccccc1 (stereo unspecified)	9%	9.3%	2%	1%	3%	-1%	0%	-4%
O=C(Nc1nc2ccccc2s1)c1ccc2c(c1)OCO2	-22%	1.5%	-7%	-14%	-10%	3%	1%	-6%
CCc1ccccc1Nc1nc2ccccc2n1C	-8%	-3.5%	-4%	-2%	10%	7%	1%	7%
COc1ccc(C)cc1NC(=O)c1ccc(OC(F)F)cc1	-4%	2.6%	6%	-5%	4%	-6%	2%	-1%

Copied from the entries so far, four compounds:
SMILES	NPSR antag	Epigenetic derep	aGlu spleen mod	Tau fluor counter	ALDH1A1 block	GAA glycogen mod	aGal spleen mod	GAA inhib
N#CC1=C(N)N(c2ncn[nH]2)C2=C(C(=O)CCC2)C1c1ccccc1 (stereo unspecified)	9%	9.3%	2%	1%	3%	-1%	0%	-4%
O=C(Nc1nc2ccccc2s1)c1ccc2c(c1)OCO2	-22%	1.5%	-7%	-14%	-10%	3%	1%	-6%
CCc1ccccc1Nc1nc2ccccc2n1C	-8%	-3.5%	-4%	-2%	10%	7%	1%	7%
COc1ccc(C)cc1NC(=O)c1ccc(OC(F)F)cc1	-4%	2.6%	6%	-5%	4%	-6%	2%	-1%

(more compounds)
SMILES	NPSR antag	Epigenetic derep	aGlu spleen mod	Tau fluor counter	ALDH1A1 block	GAA glycogen mod	aGal spleen mod	GAA inhib
COc1cc(NC(=O)CN(C)Cc2ccc(OC(F)F)cc2)c(C)cc1[N+](=O)[O-]	-14%[46.1 µM]	-0.9%	1%	-19%	-5%	-12%	-6%	-5%
CCN1C(=O)C(O)(CC(=O)c2ccc(-n3cccc3)cc2)c2ccccc21 (stereo unspecified)	-10%[46.1 µM]	0.1%	-27%	2%	-11%	5%	-9%	2%
COc1ccc(-c2cccc(-c3cc(=O)oc4cc(OC)c(OC)c(OC)c34)c2)cc1	.	-1.6%	3%	-18%[81.3 µM]	?	.	14%	.
COc1cc(NC(=O)C2CCCO2)c(OC)cc1Cl (stereo unspecified)	2%[46.1 µM]	2.4%	-7%	-5%	1%	5%	-12%	4%
Nc1nonc1-n1nnc(C(=O)N/N=C/c2ccccc2)c1CSc1ccccc1	0%	0.2%	7%	-7%	.	4%	2%	.
CC(C)(C)C(=O)COC(=O)CCc1nc2ccccc2[nH]c1=O	2%	-4.2%	5%	-2%	?	-7%	4%	13%
CCCc1cc(C(=O)Cc2nc3ccccc3s2)c(O)cc1O	-11%[46.1 µM]	3.6%	-2%	20µM*[quencher]	?	11%	14%	?
O=C(CSc1cccc[n+]1[O-])Nc1ccc2c(c1)OCO2	-8%	-1.5%	7%	-7%	4%	-14%	-2%	1%
Cc1nc2ccc(NC(=O)Nc3ccnc4cccnc34)cc2o1	.	0.5%	-14%	?	?	.	4%	.
CCN(CC)S(=O)(=O)c1cccc(NC(=O)COC(=O)C2COc3ccccc3O2)c1 (stereo unspecified)	20%	-1.5%	-3%	-17%	-1%	-8%	5%	-9%
CC1(C)C2([N+](=O)[O-])CN3CC1([N+](=O)[O-])CN(C2)C31CCCC1	0%[46.1 µM]	0.0%	-11%	1%	0%	1%	-7%	5%
C=CCNC(=S)N/N=C/c1ccc(C)c([N+](=O)[O-])c1	-46%	-1.6%	-5%	-16%	2%	-9%	0%	-3%
Cc1nc2c(-c3ccccc3)c(C)nn2c(C)c1CCC(=O)N1CCOCC1	-8%[46.1 µM]	0.0%	3%	-4%	?	9%	0%	-3%
CC(C)Cn1c(N)c(C(=O)COC(=O)c2cc(C(F)(F)F)nc3ccccc23)c(=O)n(C)c1=O	-19%	1.0%&0.6%	-11%&-9%	?	?	2%	-7%&-3%	-7%
c1ccc2c(c1)nc(CN1CCOCC1)n1c3ccccc3nc21	-10%[46.1 µM]	-3.0%	2%	-3%	11%	-5%	5%	?
CCCOc1ccc(-c2nc(C#N)c(N3CCc4ccccc4C3)o2)cc1	-1%[46.1 µM]	0.7%	4%	-26%	?	-24%	9%	-12%
CCOC(=O)N=Nc1c(O)n(CC)c2ccccc12	-1%	-2.2%	-3%	-4%	-6%	7%	-3%	3%
CC(=O)OCC(OC(C)=O)C(OC(C)=O)C(OC(C)=O)C(=O)Nc1ccccc1C (stereo unspecified)	7%[46.1 µM]	-0.1%	2%	3%	11%	-2%	-17%	-8%

Screens as filed in PubChem.

Some of the compounds tested. The share of hits here may be higher or lower than overall.
